Bioassay records (PubChem)
LGR2 inh = blocks bursicon-induced cAMP signaling via Drosophila LGR2; AID 720647; HEK293 LGR2, CRE-luciferase, bursicon-stimulated, 4 h; inhibition, % at 9.99 µM; 380,000 tested, 0.35% active;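 active means drop in luminescence signal, shown as inhibition above about 50% in the replicate tests, limit read from the data, passing the limit was not always enough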;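 further: agonist challenge used bursicon conditioned medium at about half maximal strength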
PglD inh = inhibitors of Campylobacter jejuni PglD acetyltransferase | purified PglD enzyme, DTNB colorimetric CoA detection | inhibition, % at 12.5 µM | 360,000 tested, 0.098% active | AID 602405; in the data active means inhibition above about 16%, passing the limit was not always enough; further: strong numbers were not always called active
S100A4 inh HTS = blocks human S100A4 binding to myosin IIA peptide | P26447 | S100A4/TAMRA-MyoIIA peptide fluorescence polarization | inhibition, % at 10.7 µM | 360,000 tested, 0.14% active | AID 652163;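 active means mean inhibition of at least 70% across replicates, with every replicate also reaching that level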
Target sequence (P26447 whole entry, looked up): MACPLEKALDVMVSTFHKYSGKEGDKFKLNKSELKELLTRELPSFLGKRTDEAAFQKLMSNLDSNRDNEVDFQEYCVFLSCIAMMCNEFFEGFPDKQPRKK
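Test system: S100A4 monomer protein; Medium: HEPES pH 7.2 with CaCl2, KCl, NaCl, DTT, Triton; Probe or stimulus: TAMRA-labelled myosin IIA heavy-chain peptide probe, 5 nM; Doses: one dose per compound; Times: polarization read 5 min after assay mix addition, stable 5–60 min; Benchmarks: neutral control DMSO, positive control TFP.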
FN deposition inh = fibronectin deposition inhibition | AID 743247 | inhibition, % at 12.6 µM | AH1F fibroblasts, Alexa488-fibronectin deposition fluorescence, overnight | 350,000 tested, 0.086% active;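 active means mean inhibition across replicates of 30% or more, regardless of how many single replicates reach that level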;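 further: positive control wells lacked labelled fibronectin entirely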
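material = AH1F fibroblast monolayer depositing Alexa488-labelled fibronectin into matrix | amount = 10000 AH1F cells/well | buffer or medium = DMEM plus 2% serum, read in PBS | incubation = 1 h cell adhesion before compound, then overnight fibronectin incubation | detection = fluorescence at 485 nm excitation, 525 nm emission | evaluation = percent inhibition as loss of matrix-bound fibronectin fluorescence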
PGC1a acetyl inh = modulators of PGC1a acetylation. U2OS PGC1a acetylation, AlphaScreen anti-acetyl-lysine; with virally co-expressed GCN5 acetyltransferase. inhibition, % at 15.6 µM. 350,000 tested, 0.17% active. AID 651687;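 active means every replicate shows inhibition of at least 40%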;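 further: 0% = neutral control wells and 100% = positive control wells; some results beyond the cut were filed as inactive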
PAX8 reporter = lowers PAX8-driven luciferase in RMG-I cells | RMG-I TPO-luciferase reporter, SteadyGlo, 24 h | inhibition, % at 12.6 µM | 360,000 tested, 1.2% active | AID 652154;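 active means mean replicate inhibition at least 60% with every replicate also reaching 60%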;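 further: luciferase light reporting Pax8 driven TPO promoter activity; plate controls were median of neutral control wells for no effect and mitoxantrone controls for full effect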
EWS-Fli inh = EWS/Fli transcriptional activity inhibition; 350,000 tested, 0.67% active; inhibition, % at 12.6 µM; AID 651661; A673 NR0B1-luciferase reporter, viability-normalised;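 active means mean inhibition of at least 50% after viability correction, with every replicate also passing that limit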;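 further: firefly luciferase signal divided by Alamar Blue viability fluorescence both relative to DMSO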
ERAP1 HTS inh = inhibitors of human ERAP1 aminopeptidase | Q9NZ08 | recombinant ERAP1, Leu-AMC fluorescence, 60 min | inhibition, % at 10.7 µM | 340,000 tested, 0.15% active | AID 652197;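 active means mean replicate inhibition of at least 30%, or all replicates individually reaching that 30% level; inactive means mean below 30% and not every replicate reaching it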;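 further: 0% = neutral control wells and 100% = L-leucinethiol positive control wells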
Target sequence (Q9NZ08 whole entry, looked up): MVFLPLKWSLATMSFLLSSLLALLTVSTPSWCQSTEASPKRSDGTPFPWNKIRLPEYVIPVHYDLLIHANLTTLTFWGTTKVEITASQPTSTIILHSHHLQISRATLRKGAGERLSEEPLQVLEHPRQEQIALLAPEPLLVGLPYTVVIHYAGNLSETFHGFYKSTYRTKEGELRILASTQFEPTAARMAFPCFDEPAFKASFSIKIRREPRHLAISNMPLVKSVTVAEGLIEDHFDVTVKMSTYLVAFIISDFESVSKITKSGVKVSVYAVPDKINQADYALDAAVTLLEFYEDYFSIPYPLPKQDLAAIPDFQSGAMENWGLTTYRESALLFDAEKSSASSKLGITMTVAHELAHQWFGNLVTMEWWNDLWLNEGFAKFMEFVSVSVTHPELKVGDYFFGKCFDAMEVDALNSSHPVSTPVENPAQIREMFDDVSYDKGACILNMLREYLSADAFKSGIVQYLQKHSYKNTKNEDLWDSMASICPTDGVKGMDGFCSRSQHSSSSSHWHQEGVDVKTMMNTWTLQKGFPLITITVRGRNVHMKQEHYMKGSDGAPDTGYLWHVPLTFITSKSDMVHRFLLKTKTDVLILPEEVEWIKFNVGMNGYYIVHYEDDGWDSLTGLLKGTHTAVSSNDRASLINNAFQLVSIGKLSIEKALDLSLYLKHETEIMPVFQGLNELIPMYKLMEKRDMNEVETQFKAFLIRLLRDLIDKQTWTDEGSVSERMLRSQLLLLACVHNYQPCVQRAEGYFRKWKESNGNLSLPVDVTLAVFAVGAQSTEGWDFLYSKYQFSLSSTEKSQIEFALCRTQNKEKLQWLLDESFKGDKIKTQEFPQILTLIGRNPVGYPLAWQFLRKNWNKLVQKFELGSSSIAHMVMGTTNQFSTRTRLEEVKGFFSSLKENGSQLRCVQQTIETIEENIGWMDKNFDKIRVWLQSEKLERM
* marks the source's active call; other numbers are inactive results; & = joins results of further samples.

For CCN(CC)c1ccc(/C=N/N=C(N)N)c(O)c1 the results were LGR2 inh -15, S100A4 inh HTS -9, FN deposition inh 8, PGC1a acetyl inh 11, PAX8 reporter 12, EWS-Fli inh 54* and ERAP1 HTS inh -4.
For C[C@H]1CN([C@@H](C)CO)S(=O)(=O)c2ccc(-c3ccc(F)cc3)cc2O[C@@H]1CN(C)S(C)(=O)=O the results were LGR2 inh -4, PglD inh -4, S100A4 inh HTS -3, FN deposition inh -10, PGC1a acetyl inh 10, PAX8 reporter -2, EWS-Fli inh 6 and ERAP1 HTS inh 5.
CC(C)NC(=O)Nc1ccc2c(c1)CC(=O)N([C@H](C)CO)C[C@@H](C)[C@H](CN(C)Cc1ccc(C(=O)Nc3ccccc3N)cc1)O2 was read as LGR2 inh -6, S100A4 inh HTS -7, PGC1a acetyl inh -5, EWS-Fli inh 6 and ERAP1 HTS inh 2.
`CCOC(=O)c1ccc(NC(C)=O)c([N+](=O)[O-])c1` gave LGR2 inh -7, PglD inh -11, S100A4 inh HTS 0, FN deposition inh 3, PAX8 reporter -13, EWS-Fli inh -7 and ERAP1 HTS inh 2.
`CC(C)NC(=O)N1[C@@H](CO)[C@@H]2c3ccccc3N(C(=O)Nc3cccc(Cl)c3)C[C@@H]21` gave LGR2 inh 4, PglD inh -2, S100A4 inh HTS 5, PGC1a acetyl inh 4, PAX8 reporter -3, EWS-Fli inh 1 and ERAP1 HTS inh 0.
`O=c1[nH]c(C(F)(F)F)nc2c1nnn2Cc1ccccc1F` gave PglD inh 3, FN deposition inh -1, PGC1a acetyl inh -6 and PAX8 reporter 1.
Screening O=C(CCSc1ccccc1)Nc1ncccn1 returned LGR2 inh -22, PglD inh -4, S100A4 inh HTS -2, PGC1a acetyl inh -2, EWS-Fli inh -1 and ERAP1 HTS inh 1.
C[C@@H]1CN([C@@H](C)CO)C(=O)Cc2cc(NS(=O)(=O)c3ccc(Cl)cc3)ccc2O[C@@H]1CN(C)C(=O)Nc1ccc(C(F)(F)F)cc1 was read as LGR2 inh 9, PglD inh -1, S100A4 inh HTS 11, FN deposition inh -6, PGC1a acetyl inh -1, EWS-Fli inh 34 and ERAP1 HTS inh 1.
Screening O=C(NCCc1ccccc1)[C@@H]1CC=C[C@@H]2CCN(Cc3ccccc3)C(=O)[C@@H]21 returned LGR2 inh -9, PglD inh 2, FN deposition inh 5, PGC1a acetyl inh -1, PAX8 reporter 8 and EWS-Fli inh -7.
CCCNC(=O)C[C@@H]1CC[C@H]2[C@@H](COC[C@H](O)CN2C(=O)Nc2c(C)noc2C)O1 was read as LGR2 inh -18, PglD inh 13, S100A4 inh HTS 4, FN deposition inh -5, PGC1a acetyl inh -4, PAX8 reporter -19, EWS-Fli inh -7 and ERAP1 HTS inh -1.
For CCOc1cc2[nH]c(=O)n(CCCCC(=O)NCc3ccco3)c(=O)c2cc1OCC the results were PglD inh 0, FN deposition inh -1, PGC1a acetyl inh -3 and PAX8 reporter -4.
For O=C(c1cc(Cl)ccc1[N+](=O)[O-])n1cnc2ccccc21 the results were LGR2 inh -18, PglD inh -4, S100A4 inh HTS -1, FN deposition inh 1, PAX8 reporter 7, EWS-Fli inh 58* and ERAP1 HTS inh 1.
CN1[C@H](C(=O)NC2Cc3ccccc3C2)[C@@H](CO)[C@@H]2Cn3c(ccc(-c4ccncc4)c3=O)[C@@H]21 was read as LGR2 inh -2, PglD inh -1, S100A4 inh HTS 12, PAX8 reporter 11, EWS-Fli inh -5 and ERAP1 HTS inh 0.
`O=C(CN(Cc1ccccc1)C(=O)c1csnn1)NCc1ccccc1` gave LGR2 inh 5, PglD inh 0, S100A4 inh HTS 6, FN deposition inh -2, PGC1a acetyl inh 7, PAX8 reporter 2, EWS-Fli inh 2 and ERAP1 HTS inh 4.
For COCCCn1nnnc1SCC(=O)Nc1nc2ccccc2s1 the results were LGR2 inh 2, PglD inh -2, S100A4 inh HTS 0, FN deposition inh 2, PAX8 reporter -1, EWS-Fli inh 1 and ERAP1 HTS inh -2.
COc1cc(CO)cc(I)c1O[C@H]1C=C(C(=O)NCCO)C[C@@H](N(CC2CCCCC2)C(=O)c2cc3ccccc3oc2=O)[C@@H]1O was read as S100A4 inh HTS 2, PGC1a acetyl inh 12, PAX8 reporter -9, EWS-Fli inh 1 and ERAP1 HTS inh 0.
`O=C(CSc1nnc(SCc2ccccc2)s1)NNC(=S)Nc1ccccc1` gave LGR2 inh 10, PglD inh -3, S100A4 inh HTS 0, FN deposition inh -1, PGC1a acetyl inh 4, PAX8 reporter 2, EWS-Fli inh -6 and ERAP1 HTS inh -3.
`CCOC(=O)c1c(C)[nH]c(C(=O)NNC(=O)c2ccc(Br)cc2)c1C` gave LGR2 inh -30, PglD inh 0, S100A4 inh HTS 3, FN deposition inh 2, PGC1a acetyl inh -3, PAX8 reporter -45, EWS-Fli inh -23 and ERAP1 HTS inh -2.
COCC(=O)N1CC(=O)N2[C@H](CO)[C@H](c3ccc(C#Cc4cccc(OC)c4)cc3)[C@H]2C1 was read as LGR2 inh 12, S100A4 inh HTS 3, PGC1a acetyl inh -15, EWS-Fli inh 9 and ERAP1 HTS inh 2.
For Cc1cccc(/C(N)=N/OC(=O)c2ccc3c(c2)OCO3)c1 the results were LGR2 inh 54*, PglD inh -8, FN deposition inh 1, PGC1a acetyl inh -6 and PAX8 reporter -136.
CC(=O)N(C)C[C@H]1Oc2ncc(-c3cccc(F)c3)cc2C(=O)N([C@@H](C)CO)C[C@H]1C was read as LGR2 inh 7, PglD inh -3, S100A4 inh HTS -4, FN deposition inh -16, PGC1a acetyl inh 0, EWS-Fli inh -7 and ERAP1 HTS inh -1.
Screening O=C(c1ccccc1)N1C[C@@H]2[C@H](c3ccccc31)[C@H](CO)N2C(=O)Nc1ccccc1Cl returned LGR2 inh -18, PglD inh 0, S100A4 inh HTS -8, PGC1a acetyl inh 2, PAX8 reporter 2, EWS-Fli inh 0 and ERAP1 HTS inh 4.
`CNC[C@H]1Oc2ccc(NS(=O)(=O)c3ccc(Cl)cc3)cc2CC(=O)N([C@H](C)CO)C[C@@H]1C` gave LGR2 inh 3, PglD inh -1, S100A4 inh HTS 2, FN deposition inh 3, PGC1a acetyl inh -5, PAX8 reporter -7, EWS-Fli inh -3 and ERAP1 HTS inh 3.
For N#C[C@H]1[C@@H](c2ccc(-c3cccc(F)c3)cc2)[C@@H](CO)N1C(=O)c1cccnc1 the results were LGR2 inh -15, PglD inh 0, S100A4 inh HTS -1, FN deposition inh 11, PGC1a acetyl inh 9, PAX8 reporter 8, EWS-Fli inh -8 and ERAP1 HTS inh 3.
For Nc1ccc(-n2nnnc2-c2ccco2)cc1 the results were PglD inh 8, FN deposition inh -1, PGC1a acetyl inh -3 and PAX8 reporter 16.
Screening CC(=O)Nc1ccc(C(=O)NNC(=O)C2CC2)cc1 returned LGR2 inh 3, PglD inh 2, S100A4 inh HTS -5, FN deposition inh 6, PAX8 reporter -6, EWS-Fli inh 4 and ERAP1 HTS inh 0.
`Fc1ccc([C@@H]2CCNC[C@H]2COc2ccc3c(c2)OCO3)cc1` gave LGR2 inh 13&9&-5, PglD inh 0&-1&2, S100A4 inh HTS 0&3&2, FN deposition inh 0&3&-1, PGC1a acetyl inh -17&-2&-15, PAX8 reporter -22&14&-12, EWS-Fli inh -4&6&14 and ERAP1 HTS inh -3&-1&-4.
`CCC(=O)N(C)C[C@H]1Oc2ncc(-c3ccc(C#N)cc3)cc2C(=O)N([C@H](C)CO)C[C@@H]1C` gave LGR2 inh 6, PglD inh -1, S100A4 inh HTS -36, FN deposition inh -8, PGC1a acetyl inh 7, EWS-Fli inh -3 and ERAP1 HTS inh -4.
Screening O=C(NCc1ccccc1)c1nc(-c2c(F)cccc2F)oc1-c1ccccc1 returned LGR2 inh -43, S100A4 inh HTS -12, FN deposition inh 10, PAX8 reporter -49, EWS-Fli inh -29 and ERAP1 HTS inh 0.
`O=C(NNC(=O)c1ccc2ccccc2c1)c1ccc(Cl)c(Cl)c1` gave LGR2 inh -4, PglD inh 3, S100A4 inh HTS 1, FN deposition inh 9, PGC1a acetyl inh 11, PAX8 reporter 7, EWS-Fli inh -4 and ERAP1 HTS inh -1.
`CCCc1cn(CC[C@@H]2CC[C@@H](NS(=O)(=O)c3ccccc3Cl)[C@@H](CO)O2)nn1` gave LGR2 inh 24, PglD inh 1, S100A4 inh HTS 5, FN deposition inh 3, PGC1a acetyl inh 11, PAX8 reporter 6, EWS-Fli inh 5 and ERAP1 HTS inh 3.
Cc1ccc(C)c(N2CCN(c3ccc([N+](=O)[O-])cn3)CC2)c1 was read as LGR2 inh 10, PglD inh -2, S100A4 inh HTS 2, FN deposition inh 3, PGC1a acetyl inh 0, PAX8 reporter 9, EWS-Fli inh 6 and ERAP1 HTS inh -1.
For COCCNC(=O)CN1C(=O)COc2ccc(Cl)cc21 the results were PglD inh 1, S100A4 inh HTS -7, FN deposition inh -3, PGC1a acetyl inh 3, PAX8 reporter -2, EWS-Fli inh 6 and ERAP1 HTS inh 1.
For Cc1ccc(C2(C)NC(=O)N(CC(=O)N3CCN(S(=O)(=O)c4cccc(F)c4)CC3)C2=O)cc1 (stereo unspecified) the results were LGR2 inh -1, S100A4 inh HTS -7, PAX8 reporter 14 and ERAP1 HTS inh -2.
`O=C(C1=C[C@@H](C2CCCCC2)C[C@@H](OCc2ccc(CO)cc2)O1)N1CCN(Cc2ccccc2)CC1` gave PglD inh 20&-3, S100A4 inh HTS 7&-5, FN deposition inh 12, PGC1a acetyl inh -23, PAX8 reporter 2&5, EWS-Fli inh 17&14 and ERAP1 HTS inh -5&-2.
`COc1ccc(Cl)cc1N(C(=O)c1ccco1)C(C(=O)NC1CCCC1)c1ccncc1` (stereo unspecified) gave LGR2 inh 1, PglD inh 5, S100A4 inh HTS -4, FN deposition inh 1, PGC1a acetyl inh 7, PAX8 reporter -8, EWS-Fli inh 4 and ERAP1 HTS inh 0.
For C[C@@H]1CN([C@H](C)CO)C(=O)c2cccc(NC(=O)c3cnccn3)c2O[C@H]1CN(C)Cc1ccc2c(c1)OCO2 the results were LGR2 inh 1, PglD inh 5, S100A4 inh HTS -1, PGC1a acetyl inh -3, PAX8 reporter 0, EWS-Fli inh 9 and ERAP1 HTS inh 8.
`COc1ccc(C2c3c(ncn(CCCO)c3=N)Oc3ccc4ccccc4c32)cc1OC` (stereo unspecified) gave LGR2 inh 1, PglD inh 5, S100A4 inh HTS -6, FN deposition inh -10, PGC1a acetyl inh 5, PAX8 reporter -7 and EWS-Fli inh -6.
Screening COc1ccc(S(=O)(=O)Nc2ccc3c(c2)CC(=O)N([C@@H](C)CO)C[C@@H](C)[C@@H](CN(C)S(=O)(=O)c2ccccc2)O3)cc1 returned LGR2 inh -9, PglD inh -2, PGC1a acetyl inh -4, PAX8 reporter -7 and EWS-Fli inh 9.
Screening CCOC(=O)c1[nH]c2ccc(OC)cc2c1NC(=S)N1CCN(C(=O)OCC)CC1 returned LGR2 inh -9, S100A4 inh HTS 0, FN deposition inh 9, PGC1a acetyl inh 1, PAX8 reporter -1 and EWS-Fli inh -7.
CC(C)[C@H]1COCCS(=O)(=O)N1Cc1ccc(Cl)cc1 was read as LGR2 inh 0, PglD inh 2, S100A4 inh HTS 4, FN deposition inh -8, PAX8 reporter 3, EWS-Fli inh 2 and ERAP1 HTS inh 3.
